From PubChem BioAssay
Mdm2 ligase inh – blocks human Mdm2 ubiquitin ligase activity; Q00987; 210,000 compounds, 0.11% hits; signal enhancement, % at 5 µM; cell-based MDM2 ubiquitination luciferase reporter, 2 h; 0 = plate control, 100 = twice control, blank-subtracted;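 active = signal enhancement of 30% or more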;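 note: luminescence tracks abundance of the self-degrading MDM2-luciferase fusion protein; higher signal means inhibition of MDM2 E3 ligase activity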
Target sequence (Q00987 whole entry, looked up, the tested form may be a part): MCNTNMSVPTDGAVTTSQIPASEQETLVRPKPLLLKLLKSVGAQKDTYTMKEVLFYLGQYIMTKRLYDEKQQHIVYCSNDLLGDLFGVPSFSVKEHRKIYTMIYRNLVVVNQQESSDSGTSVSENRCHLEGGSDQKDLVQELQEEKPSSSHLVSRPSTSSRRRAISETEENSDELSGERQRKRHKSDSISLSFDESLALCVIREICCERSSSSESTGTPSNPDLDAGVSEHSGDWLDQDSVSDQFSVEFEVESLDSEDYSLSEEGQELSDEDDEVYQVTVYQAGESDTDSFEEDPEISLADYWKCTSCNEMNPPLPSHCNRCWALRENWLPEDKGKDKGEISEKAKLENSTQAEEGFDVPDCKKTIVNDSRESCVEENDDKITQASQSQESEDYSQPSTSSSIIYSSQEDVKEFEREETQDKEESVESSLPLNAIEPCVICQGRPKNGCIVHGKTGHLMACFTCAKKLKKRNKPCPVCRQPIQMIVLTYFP
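Buffer or medium: Cells held in DMEM | Assay system: Stable mammalian line carrying autodegrading MDM2–luciferase fusion reporter | Quantity: 2000 cells/well | Times: 4 h settle plus 2 h compound, 37 °C | Doses: One concentration, 5 µM, with 0.2% DMSO | Technique: Luminescence with SteadyLite reagent, 15 min at room temperature | Benchmarks: Plate controls and plate blanks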
Hck-Nef inh – blocks Nef-activated human Hck kinase; inhibition, % at 20 µM; P08631; Recombinant Hck-YEEI plus Nef, Z-Lyte FRET kinase assay; 220,000 compounds, 0.68% hits; AID 463187;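 active = Hck-Nef kinase inhibition above about 50%, limit read from the data; inactive = inhibition below that limit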;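 note: 0% = DMSO with Hck plus Nef and 100% = Hck alone without Nef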
Target sequence (P08631 whole entry, looked up): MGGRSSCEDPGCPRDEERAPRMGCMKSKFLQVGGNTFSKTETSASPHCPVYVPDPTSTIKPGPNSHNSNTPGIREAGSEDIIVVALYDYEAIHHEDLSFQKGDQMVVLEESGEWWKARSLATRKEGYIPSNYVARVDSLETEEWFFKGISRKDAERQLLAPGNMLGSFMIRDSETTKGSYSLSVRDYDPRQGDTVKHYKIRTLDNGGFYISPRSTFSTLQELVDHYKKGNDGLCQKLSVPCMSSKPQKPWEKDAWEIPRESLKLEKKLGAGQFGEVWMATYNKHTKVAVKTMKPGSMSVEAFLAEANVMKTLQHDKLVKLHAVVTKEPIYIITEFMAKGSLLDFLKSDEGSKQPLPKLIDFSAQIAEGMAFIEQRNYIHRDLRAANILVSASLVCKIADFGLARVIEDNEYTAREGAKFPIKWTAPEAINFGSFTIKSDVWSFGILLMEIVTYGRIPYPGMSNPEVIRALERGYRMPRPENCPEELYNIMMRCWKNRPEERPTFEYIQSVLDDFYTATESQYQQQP
NPY-Y1 antag – blocks the human neuropeptide Y Y1 receptor; P25929; HEK293-CNG Y1 cells, membrane potential fluorescence; NPY at EC95, then isoproterenol; inhibition, % at 3.6 µM; 200,000 compounds, 1% hits; AID 1040;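 active = inhibition above the campaign mean inhibition of all tested compounds plus 3 SD, cut at about 20% in these data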;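 note: 0% = DMSO wells given NPY plus isoproterenol and 100% = isoproterenol alone without NPY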
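Assay system: HEK293 Y1/CNG channel cell line; Doses: single compound dose of 3.6 µM, 0.4% DMSO; Timing: dye 3 h, compound 60 min room temperature, stimulation 45 min; Technique: Membrane-potential fluorescent dye readout; Measure: % inhibition of NPY effect.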
RBBP9 inh – human RBBP9 hydrolase inhibition | O75884 | recombinant RBBP9, FP-Rh probe fluorescence polarization | inhibition, % at 7.94 µM | 220,000 compounds, 0.2% hits;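 active = inhibition above the campaign mean of all tested compounds plus 3 SD, cut at about 14% in these data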;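 note: plate controls were DMSO wells with RBBP9 for no effect and wells lacking RBBP9 protein for full effect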
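Controls: DMSO-treated enzyme wells and wells lacking RBBP9 | Material: RBBP9 protein | Technique: Fluorescence polarization | Replication: Single well per compound, no replicates | Buffer or medium: Tris-NaCl-Pluronic buffer, pH 8.0 | Timing: 30 min compound preincubation, 45 min probe labeling, 25 °C | Read-out basis: Percent inhibition from mP, scaled between DMSO and no-protein wells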
p97 ATPase inh – inhibitors of human p97 ATPase; P55072; recombinant p97 ATPase, Kinase-Glo ATP luminescence, 3 h; inhibition, % at 8 µM; 220,000 compounds, 0.42% hits; in the data active = inhibition above about 15%;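 note: 0% = DMSO vehicle and 100% = wells lacking enzyme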
Runt-CBFb FRET – Runt domain-CBFb interaction inhibition; Cerulean-Runt/Venus-CBFb FRET ratio 530/480, 1 h; inhibition, % at 20 µM; Q01196+Q13951; 220,000 compounds, 0.46% hits;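 active = inhibition over about 50% at 20 µM in the single-dose screen, limit read from the data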;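 note: 0% = DMSO wells and 100% = excess unlabeled CBFb competitor control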
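test system = Cerulean-tagged RUNX1 Runt domain (FRET donor) fusion protein | reagent = Venus-CBFb binding partner, 100 nM | incubation = protein complex preformed 1 h, compound exposure 1 h, room temperature, dark | detection = FRET fluorescence | read-out basis = loss of energy transfer signal | controls = 5 µM unlabeled CBFb as full-inhibition high control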
Runt-SMMHC FRET – inhibitors of human RUNX1 Runt domain binding to CBFb-SMMHC; Cerulean-Runt/Venus-CBFb-SMMHC FRET ratio 530/480, 1 h; Q01196+Q13951; 220,000 compounds, 0.74% hits; inhibition, % at 20 µM;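 active = mean inhibition across duplicate retests at 20 µM reaching about 50%, limit read from the data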;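 note: 0% = DMSO wells and 100% = wells with excess untagged CBFb-SMMHC; inhibitors lower the FRET ratio by blocking Runt binding to CBFb-SMMHC; some results filed as inactive read as strong as hits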
NPY-Y2 PAM-ag – potentiators or agonists of human neuropeptide Y receptor Y2. cells expressing NPY-Y2, potentiator/agonist read-out. activation, % at 3.6 µM. 220,000 compounds, 0.45% hits. AID 1359; in the data active = activation above about 27%;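 note: cells stimulated with NPY near EC25 plus isoproterenol at EC100; 0% = vehicle plus submaximal agonist and 100% = vehicle plus saturating agonist; some results beyond the cut were filed as inactive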
NPY-Y1 PAM-ag – potentiators or agonists of human neuropeptide Y receptor Y1 | 220,000 compounds, 0.37% hits | AID 1304 | activation, % at 3.6 µM | P25929 | NPY-Y1 expressing cells, potentiator/agonist activation; in the data active = activation above about 33%, passing the limit was not always enough;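 note: cells stimulated with NPY at EC10 then isoproterenol at EC100; 0% = low agonist plus stimulus and 100% = saturating agonist plus stimulus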
* hit, by the source's call; . = no result given.

[1] c1ccc2sc(SCSc3nc4ccccc4s3)nc2c1
[2] Cc1ccc(CSC2=NCCN2C(=O)c2ccco2)cc1
[3] Cc1ccc(-c2cc(-c3ccccc3)c(C#N)c(Br)n2)cc1
[4] Cc1ccccc1NC(=S)NC(NC(=O)c1ccco1)C(Cl)(Cl)Cl (centres undefined)
[5] Cc1ccc(S(=O)(=O)NCC(=O)N2CCC(C)CC2)cc1
[6] COC(=O)c1ccccc1NC(=O)c1ccccc1N(C)S(=O)(=O)c1ccccc1
[7] CC1(C)CC(=O)C=C(NCCCNC2CCCCC2)C1
[8] CCOC(=O)Cc1c(C)c2c(C)nn(-c3ccccc3)c2oc1=O
Screen / compound no.	1	2	3	4	5	6	7	8
Mdm2 ligase inh	-8	-12	-7	-6	-7	-6	-13	0
Hck-Nef inh	6	7	8	8	-1	2	5	3
NPY-Y1 antag	.	3	3	3	-1	7	-1	9
RBBP9 inh	-5	4	3	0	-4	-7	-4	-2
p97 ATPase inh	-1	3	3	3	-4	2	3	-5
Runt-CBFb FRET	1	-2	-4	6	1	1	-1	-2
Runt-SMMHC FRET	-1	-1	-2	-1	3	2	-1	3
NPY-Y2 PAM-ag	-25	-4	3	12	-1	3	7	-5
NPY-Y1 PAM-ag	-15	-28	-18	-10	-7	-12	-11	-11

[9] CCCc1cc(=O)c2ccc(OC/C(C)=N/O)cc2o1
[10] CCC(=O)N1CCc2cc(S(=O)(=O)CCC(=O)Nc3c(C)n(C)n(-c4ccccc4)c3=O)ccc21
[11] CC(=O)Nc1ccc(N(C(=O)c2ccco2)C(C(=O)NC2CCCC2)c2ccc(N3CCOCC3)cc2)cc1 (centres undefined)
[12] COc1ccc(NC(=O)C(c2ccc(OC)cc2)N(Cc2ccco2)C(=O)CC2NC(=O)NC2=O)cc1 (centres undefined)
[13] O=C(COc1ccc2ccccc2c1)NNC(=O)Cc1cccc2ccccc12
[14] Cc1ccc2c(c1)nc(NCCCO)n2C
[15] C=CCNC(=O)C12CCC(C)(C(=O)[C@H]1Br)C2(C)C (some centres undefined)
[16] CSc1cc(-c2ccc(Cl)cc2)[nH]c(=O)c1C#N
Screen / compound no.	9	10	11	12	13	14	15	16
Mdm2 ligase inh	-18	.	2	-13	1	-13	-5	-17
Hck-Nef inh	0	0	3	5	-1	0	18	16
NPY-Y1 antag	.	2	-2	4	14	6	.	-3
RBBP9 inh	-5	-11	-5	-9	-3	2	-4	3
p97 ATPase inh	1	-1	1	3	-5	3	12	0
Runt-CBFb FRET	-1	.	2	3	-5	0	0	0
Runt-SMMHC FRET	-1	.	-3	-2	-14	-2	0	0
NPY-Y2 PAM-ag	5	-9	-1	7	-28	-11	16	4
NPY-Y1 PAM-ag	-4	-5	10	9	-16	-2	19	-10

[17] CCOc1ccc(NC2OC(C)C(O)C(O)C2O)c([N+](=O)[O-])c1 (centres undefined)
[18] O=C(O/N=C1\CCS(=O)(=O)c2sccc21)c1c(F)cccc1F
[19] COc1ccccc1-c1c(C(F)(F)F)oc2cc(OS(C)(=O)=O)ccc2c1=O
[20] CCOc1ccc2c(c1)ncn2Cc1ccccc1
[21] CC1CCC2C(=O)N(c3ccc(S(=O)(=O)c4ccccc4)cc3)C(=O)C2C1 (centres undefined)
[22] Cc1ccc(Nc2ccccc2)nn1
[23] C/C(=N\NC(=O)c1cc(C)[nH]n1)C(C)(C)C
[24] COc1ccc(C(=O)CSc2ccccc2C(=O)O)cc1
Screen / compound no.	17	18	19	20	21	22	23	24
Mdm2 ligase inh	-9	-2	-13	1	3	-3	-4	-9
Hck-Nef inh	24	3	0	-6	-1	3	1	-42
NPY-Y1 antag	2	-1	-4	2	-5	.	6	11
RBBP9 inh	-12	1	-5	-3	-5	-8	-1	-5
p97 ATPase inh	-7	5	-3	4	-2	5	5	-1
Runt-CBFb FRET	-2	0	-1	0	-2	1	-1	0
Runt-SMMHC FRET	-7	-3	3	1	4	-2	2	-2
NPY-Y2 PAM-ag	4	-22	9	-12	11	-15	8	-19
NPY-Y1 PAM-ag	-19	-4	-16	-5	22	2	-27	-18

[25] CCOC(=O)C1CCCN(C(=O)C2CCCN(S(=O)(=O)c3ccc4c(c3)oc(=O)n4C)C2)C1 (centres undefined)
[26] CC(C)CC(NC(N)=O)C(=O)Nc1ccc2c(c1)OCO2 (centres undefined)
[27] COc1cc(SC)ccc1C(=O)NCCc1ccccc1
[28] CCOC(=O)c1c(NC2OC(=O)c3c2ccc(OC)c3OC)sc(C(=O)OC(C)(C)C)c1C (centres undefined)
[29] Cc1cc(C)nc(NS(=O)(=O)c2ccc(NC(=O)CCCN3C(=O)c4ccccc4C3=O)cc2)n1
[30] C=CCc1c(C)nc(-c2ccccc2)nc1N/N=C(\C)c1ccccc1
[31] O=C1CCCN1c1ccc(S(=O)(=O)N2CCC(c3ccccc3)CC2)cc1
[32] N#C/C(=C/c1ccc([N+](=O)[O-])cc1)C(=O)Nc1ccccc1O
Screen / compound no.	25	26	27	28	29	30	31	32
Mdm2 ligase inh	-12	-10	-6	6	-6	-11	-18	-15
Hck-Nef inh	5	14	2	-7	1	0	-1	5
NPY-Y1 antag	-6	14	5	5	1	5	0	-3
RBBP9 inh	-2	6	-8	3	-5	-1	-9	-3
p97 ATPase inh	1	2	3	-3	0	0	-1	-3
Runt-CBFb FRET	-2	1	-4	-4	0	-1	-2	3
Runt-SMMHC FRET	4	-2	-1	0	2	3	-3	5
NPY-Y2 PAM-ag	5	5	-12	4	2	-8	-9	9
NPY-Y1 PAM-ag	5	6	-9	2	3	-28	10	11

Overlap with the part before: four entries; new compounds follow.
[29] Cc1cc(C)nc(NS(=O)(=O)c2ccc(NC(=O)CCCN3C(=O)c4ccccc4C3=O)cc2)n1
[30] C=CCc1c(C)nc(-c2ccccc2)nc1N/N=C(\C)c1ccccc1
[31] O=C1CCCN1c1ccc(S(=O)(=O)N2CCC(c3ccccc3)CC2)cc1
[32] N#C/C(=C/c1ccc([N+](=O)[O-])cc1)C(=O)Nc1ccccc1O
[33] Cc1cc(NC(=O)OC(C)C)ccc1-c1ccc(NC(=O)OC(C)C)cc1C
[34] O=C(CNC(=O)c1cccc(F)c1)N/N=C/c1cccc([N+](=O)[O-])c1
[35] CCOC(=O)N1CCN(C(=O)C2CCCN(Cc3nc(-c4ccc(Cl)cc4)oc3C)C2)CC1 (centres undefined)
[36] Cn1ccc(/C=N/N=C2/NC(=O)CS2)n1
[37] c1cc2c(cc1-c1[nH]ncc1CN1C[C@H]3CC[C@H]1C3)OCO2
[38] COc1ccc(CNCC(O)(c2ccc(Cl)cc2)c2ccc(Cl)cc2)cc1
[39] COc1ccc(C2=NN(CCC(=O)NCc3cccs3)C(=O)CC2)cc1
[40] CC1(C)C(c2cccs2)=NC(c2ccccc2)N1O (centres undefined)
Screen / compound no.	29	30	31	32	33	34	35	36	37	38	39	40
Mdm2 ligase inh	-6	-11	-18	-15	0	-3	-5	-9	-27	-1	20	-8
Hck-Nef inh	1	0	-1	5	23	7	2	25	11	0	18	2
NPY-Y1 antag	1	5	0	-3	.	3	-3	.	-3	12	7	5
RBBP9 inh	-5	-1	-9	-3	-5	-7	5	-6	0	-2	-4	5
p97 ATPase inh	0	0	-1	-3	0	4	-12	4	0	2	-5	2
Runt-CBFb FRET	0	-1	-2	3	-3	-1	1	0	1	-1	1	0
Runt-SMMHC FRET	2	3	-3	5	-2	-4	2	2	-1	2	-1	1
NPY-Y2 PAM-ag	2	-8	-9	9	-30	-4	13	11	-6	-10	-9	-11
NPY-Y1 PAM-ag	3	-28	10	11	-32	7	6	-4	10	-17	-5	-1

[41] COC(=O)c1c(C)[nH]c(C)c1-c1ccc([N+](=O)[O-])cc1
[42] Cc1csc(Sc2ccc([N+](=O)[O-])cc2C(=O)OCC(=O)NC2CCCC(C)C2C)n1 (centres undefined)
[43] COc1ccccc1C(=O)Nc1ccc(S(=O)(=O)N2CCOCC2)cc1
[44] CCCn1nc(C(=O)OCC(=O)NC(C)c2ccccc2)c2ccccc2c1=O (centres undefined)
[45] Fc1ccc(C2CC(c3ccco3)n3ncnc3N2)cc1 (centres undefined)
[46] CCOC(=O)c1nc2nc(C)cc(=O)n2[nH]1
[47] CCCCc1ccc(NC(=S)NCCc2ccc(S(N)(=O)=O)cc2)cc1
Screen / compound no.	41	42	43	44	45	46	47
Mdm2 ligase inh	-18	-12	-5	2	-25	-16	-8
Hck-Nef inh	5	1	0	9	20	0	-2
NPY-Y1 antag	-3	-2	0	2	-3	-4	-7
RBBP9 inh	-9	1	-9	-10	-4	-5	0
p97 ATPase inh	5	-1	-4	0	9	-1	2
Runt-CBFb FRET	0	-7	0	-2	.	-1	2
Runt-SMMHC FRET	-2	-5	-2	-2	2	-5	-5
NPY-Y2 PAM-ag	2	6	-6	-9	4	16	8
NPY-Y1 PAM-ag	1	19	-2	-7	-14	-12	33

Some of the entries so far, with values under each structure.
Value order: Mdm2 ligase inh, Hck-Nef inh, NPY-Y1 antag, RBBP9 inh, p97 ATPase inh, Runt-CBFb FRET, Runt-SMMHC FRET, NPY-Y2 PAM-ag, NPY-Y1 PAM-ag
(44) CCCn1nc(C(=O)OCC(=O)NC(C)c2ccccc2)c2ccccc2c1=O (centres undefined)
→ 2, 9, 2, -10, 0, -2, -2, -9, -7
(43) COc1ccccc1C(=O)Nc1ccc(S(=O)(=O)N2CCOCC2)cc1
→ -5, 0, 0, -9, -4, 0, -2, -6, -2
